Bcl-W Bim block = inhibitors of Bim-Bcl-W interaction, human; 190,000 tested, 0.02% active; AID 952; inhibition, % at 10 µM; bead-based flow cytometry, Bim peptide-Bcl-W binding;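 further: 0% = bound tracer without compound and 100% = peptide blocker; higher means less fluorescent Bim peptide bound to Bcl-W beads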
Target sequence (Q92843 whole entry, looked up): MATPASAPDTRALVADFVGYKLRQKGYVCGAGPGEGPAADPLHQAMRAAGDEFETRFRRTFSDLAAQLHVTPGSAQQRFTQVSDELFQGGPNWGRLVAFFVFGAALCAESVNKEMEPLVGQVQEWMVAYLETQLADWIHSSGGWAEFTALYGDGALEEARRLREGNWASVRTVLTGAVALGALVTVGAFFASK
Bcl-XL Bim block = human Bim-Bcl-XL interaction inhibition; 190,000 tested, 0.04% active; inhibition, % at 10 µM; AID 1007; Bim peptide-Bcl-XL binding, bead flow cytometry, fluorescence; Q07817
Bim-Mcl-1 = disrupts Bim peptide binding to human Mcl-1; Bead-based flow cytometry, Bim peptide-Mcl-1 binding; AID 1009; 190,000 tested, 0.1% active; Q07820; inhibition, % at 10 µM;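 further: 0% = no compound tracer wells and 100% = peptide blocker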
RGS8-Gao = regulators of human RGS8-Galphao interaction | P09471 | multiplexed bead flow cytometry, RGS8-Galphao binding; actives lie on both sides | response (percent of control binding), % at 10 µM | 220,000 tested, 0.34% active | AID 1423; in the data active means response below about 60% or above about 140%; inactive means in between;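 further: Galphao activated as the GDP aluminium fluoride complex binding bead-coupled RGS8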
RGS7-Gao reg = human RGS7-Galphao interaction regulation; Multiplexed bead flow cytometry, RGS7-Galphao binding; actives lie on both sides; binding response (% of control), % at 10 µM; P09471; AID 1439; 220,000 tested, 0.35% active; in the data active means binding response below about 49% or above about 150%; inconclusive means no clear call, values can overlap the other calls; inactive means in between;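 further: fluorescent Galphao held in activated GDP-AlF4 state binding bead-coupled RGS7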
Bfl-1 Bim block = disrupts Bim binding to human Bfl-1; Q16548; Bead-based flow cytometry, Bim-Bfl-1 binding inhibition; inhibition, % at 10 µM; 190,000 tested, 0.12% active;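 further: 0% = wells without compound plus tracer and 100% = blocker peptide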
RGS4-Gao reg = modulates binding of RGS4 to human Galphao | Multiplexed bead flow cytometry; actives lie on both sides | binding response (% of control), % at 10 µM | 220,000 tested, 0.33% active | AID 1415; in the data active means binding response below about 49% or above about 150%; inactive means in between;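 further: fluorescent Galphao activated with aluminum fluoride binding bead-coupled RGS4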
ABCB1 block = blocks JC-1 efflux by human ABCB1 transporter; P08183; CCRF-Adr cells, flow cytometry; inhibition, % at 6.6 µM; 190,000 tested, 0.067% active; AID 1326; in the data active means inhibition above about 40%;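 further: 0% = vehicle and 100% = reference inhibitor; higher value means more JC-1 retained so stronger ABCB1 efflux block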
Bim-Bcl-B = disrupts Bim peptide binding to human Bcl-B | Q9HD36 | bead-based flow cytometry | inhibition, % at 10 µM | 190,000 tested, 0.073% active | AID 951;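 further: 0% = tracer peptide without compound and 100% = reference inhibitor peptide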
ABCG2 block = blocks JC-1 efflux by human ABCG2 transporter | IgMXP3 cells, flow cytometry | inhibition, % at 6.6 µM | Q9UNQ0 | 190,000 tested, 0.1% active | AID 1325;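 active means inhibition above 80%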;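 further: 0% = DMSO and 100% = nicardipine control wells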
Target sequence (Q9UNQ0 whole entry, looked up): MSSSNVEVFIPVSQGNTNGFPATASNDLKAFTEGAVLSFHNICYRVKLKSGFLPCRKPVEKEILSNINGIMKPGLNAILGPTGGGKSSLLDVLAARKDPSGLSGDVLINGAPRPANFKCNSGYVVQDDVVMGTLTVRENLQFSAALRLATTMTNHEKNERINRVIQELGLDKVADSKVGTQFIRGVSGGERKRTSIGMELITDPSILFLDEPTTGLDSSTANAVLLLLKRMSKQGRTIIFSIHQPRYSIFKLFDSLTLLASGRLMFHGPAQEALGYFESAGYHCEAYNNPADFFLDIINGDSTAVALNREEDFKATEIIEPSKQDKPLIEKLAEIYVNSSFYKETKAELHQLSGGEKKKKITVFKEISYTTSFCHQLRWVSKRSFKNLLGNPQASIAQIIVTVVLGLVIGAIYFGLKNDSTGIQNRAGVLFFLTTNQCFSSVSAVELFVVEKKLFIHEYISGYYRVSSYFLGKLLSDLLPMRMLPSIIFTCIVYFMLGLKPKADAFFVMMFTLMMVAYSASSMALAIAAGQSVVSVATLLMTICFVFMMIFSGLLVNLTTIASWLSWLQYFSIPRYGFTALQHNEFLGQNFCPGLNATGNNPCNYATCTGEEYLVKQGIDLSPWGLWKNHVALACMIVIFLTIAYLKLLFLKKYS
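System: two drug-resistant human cell lines, ABCG2 and ABCB1; controls: nicardipine high and DMSO low controls; times: 10 min exposure at 25 °C with rotation, no wash; detection: flow cytometry of retained JC-1 fluorescence; read-out basis: percent efflux inhibition, scaled nicardipine 100% to DMSO 0%; doses: one concentration, 6.6 µM final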
Bim-Bcl-2 = disrupts Bim peptide binding to human Bcl-2; P10415; Bead-based flow cytometry, Bim peptide-Bcl-2 binding; inhibition, % at 10 µM; 190,000 tested, 0.06% active; AID 950; in the data active means inhibition above about 40%; inconclusive means no clear call, values can overlap the other calls;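 further: 0% = no compound wells with probe peptide and 100% = reference peptide inhibitor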
Target sequence (P10415 whole entry, looked up): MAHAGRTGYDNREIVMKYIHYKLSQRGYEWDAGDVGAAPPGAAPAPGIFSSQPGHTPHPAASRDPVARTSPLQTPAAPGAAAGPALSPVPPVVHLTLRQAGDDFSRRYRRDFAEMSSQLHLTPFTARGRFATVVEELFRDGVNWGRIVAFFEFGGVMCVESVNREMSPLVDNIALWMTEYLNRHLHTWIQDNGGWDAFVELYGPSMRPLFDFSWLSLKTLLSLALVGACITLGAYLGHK
An asterisk follows results filed as active; ? = inconclusive; · = not tested or not shown. Unless noted, no stated cut-off is given here; in the data, active means inhibition above about 40%.

Codes – A = Bcl-W Bim block; B = Bcl-XL Bim block; C = Bim-Mcl-1; D = RGS8-Gao; E = RGS7-Gao reg; F = Bfl-1 Bim block; G = RGS4-Gao reg; H = ABCB1 block; I = Bim-Bcl-B; J = ABCG2 block; K = Bim-Bcl-2
CC(C)[C@H](NC(=O)OC(C)(C)C)c1nnc(SCC(=O)Nc2ccc(Br)cc2)o1
  A: 2; B: -12; C: -1; D: 101; E: 100; F: -15; G: 103; H: 2.3; I: -7; J: 10; K: -9

CC1=C(C(=O)Nc2ccccc2)C(c2cccs2)C(C#N)=C(SCC#N)N1 (stereo not drawn)
  A: 0; B: 10; C: 21; D: 93; E: 105; F: 2; G: 102; H: -0.1; I: -1; J: 0; K: -3

CNC(=S)/N=C(/Nc1ccccc1)c1ccccc1
  A: -1; B: -8; C: -3; D: 103; E: 99; F: 21; G: 96; H: 0.2; I: -36; J: 1; K: 4

COc1ccc(CSc2nc(C)cc(C)c2C#N)cc1
  A: 0; B: -2; C: 0; D: 102; E: 98; F: -3; G: 101; H: 0.5; I: -5; J: 1; K: -4

Cn1c(SCc2ccccc2)nc(C(F)(F)F)cc1=O
  A: -3; B: -1; C: 0; D: 98; E: 99; F: -2; G: 102; H: 0.0; I: -1; J: 0; K: -1

O=C(CNC(=O)c1ccco1)NCC(=O)OCc1cccc(C(=O)Oc2ccccc2)c1
  A: 0; B: -4; C: -5; D: 99; E: 100; F: -14; G: 102; H: 0.4; I: -9; J: 2; K: -13

CCOc1ccc(C(=O)/C=C/c2cc(OC)c(OC)c(OC)c2)cc1
  A: 0; B: -1; C: 0; D: 100; E: ?; F: -5; G: 102; H: 0.5; I: -3; J: 5; K: 1

Cc1nnc(SCC(=O)NCC2CCCCC2)n(N)c1=O
  A: 2; B: 0; C: 0; D: 101; E: 100; F: -1; G: 100; H: -6.2; I: 0; J: -4; K: 0

CCc1ccc(-c2c(C)sc(NC(C)=O)c2C(N)=O)cc1
  A: 0; B: 0; C: -1; D: 98; E: 102; F: 0; G: 100; H: 0.6; I: -1; J: 4; K: 1

CC(=O)NS(=O)(=O)c1ccc(NC(=O)CC(C)c2ccccc2)cc1 (stereo not drawn)
  A: -6; B: -4; C: -3; D: 104; E: ?; F: -10; G: 105; H: 1.0; I: -6; J: 5; K: -7

Part of the list above in a different format:
Bcl-W Bim block,Bcl-XL Bim block,Bim-Mcl-1,RGS8-Gao,RGS7-Gao reg,Bfl-1 Bim block,RGS4-Gao reg,ABCB1 block,Bim-Bcl-B,ABCG2 block,Bim-Bcl-2,Compound
2,-12,-1,101,100,-15,103,2.3,-7,10,-9,CC(C)[C@H](NC(=O)OC(C)(C)C)c1nnc(SCC(=O)Nc2ccc(Br)cc2)o1
0,10,21,93,105,2,102,-0.1,-1,0,-3,CC1=C(C(=O)Nc2ccccc2)C(c2cccs2)C(C#N)=C(SCC#N)N1 (stereo not drawn)
-1,-8,-3,103,99,21,96,0.2,-36,1,4,CNC(=S)/N=C(/Nc1ccccc1)c1ccccc1

(more compounds)
Codes – A = Bcl-W Bim block; B = Bcl-XL Bim block; C = Bim-Mcl-1; D = RGS8-Gao; E = RGS7-Gao reg; F = Bfl-1 Bim block; G = RGS4-Gao reg; H = ABCB1 block; I = Bim-Bcl-B; J = ABCG2 block; K = Bim-Bcl-2
O=C(Nc1ncn[nH]1)c1ccccc1Br
  A: 1; B: 0; C: 2; D: 100; E: 101; F: 0; G: 101; H: ·; I: 0; J: -2; K: 2

Cc1ccc(-n2c(CNc3ccc(F)cc3)nnc2SCC(=O)NCc2ccco2)cc1
  A: -3; B: -12; C: 0; D: 104; E: 104; F: 2; G: 104; H: 0.8; I: 0; J: 2; K: 2

Cc1cccc(N2CCN(C(=O)c3ccc4nc[nH]c4c3)CC2)c1C
  A: -1; B: -2; C: -2; D: 105; E: 100; F: -3; G: 102; H: 0.2; I: -7; J: 0; K: -2

O=C(NC(=S)Nc1ccc(N2CCCC2)cc1)c1ccccc1[N+](=O)[O-]
  A: -4; B: -7; C: -5; D: 101; E: 105; F: -2; G: 102; H: -0.5; I: -9; J: -5; K: -2

COc1ccc2c(c1OC)C(=O)N1N=C(c3ccc(O)cc3)CC21 (stereo not drawn)
  A: 0; B: 0; C: -3; D: 101; E: 100; F: -11; G: 101; H: 0.2; I: -10; J: 7; K: -8

COc1ccc(-c2nc(NC(=O)c3ccc(OCC(=O)Nc4ccc(F)cc4)c(OC)c3)sc2C)cc1
  A: 0; B: -2; C: 0; D: 102; E: 101; F: -11; G: 102; H: -0.7; I: -5; J: -6; K: -5

CCOC(=O)N/N=C(\C)c1ccc(OC(F)F)cc1OC(F)F
  A: -5; B: -7; C: -3; D: 101; E: 99; F: -11; G: 97; H: 0.6; I: -8; J: 5; K: -12

O=c1c2cc(Br)ccc2nc(-c2cccc(C(F)(F)F)c2)n1O
  A: -2; B: 0; C: -2; D: 99; E: 97; F: -2; G: 96; H: 0.0; I: 0; J: 5; K: -4

OC(CSc1ccc(F)cc1)CN1CCN(c2ccccc2)CC1 (stereo not drawn)
  A: -2; B: 0; C: -1; D: 98; E: 101; F: -4; G: 102; H: 0.1; I: -2; J: -1; K: 0

Cc1ccccc1C(=O)NC1CCN(Cc2nnnn2C(C)(C)C)CC1
  A: 0; B: 0; C: 3; D: 101; E: 116; F: 0; G: 105; H: 0.7; I: -1; J: 1; K: 2

Brought forward from above: 7 compounds, followed by the next part.
Codes – A = Bcl-W Bim block; B = Bcl-XL Bim block; C = Bim-Mcl-1; D = RGS8-Gao; E = RGS7-Gao reg; F = Bfl-1 Bim block; G = RGS4-Gao reg; H = ABCB1 block; I = Bim-Bcl-B; J = ABCG2 block; K = Bim-Bcl-2
O=C(NC(=S)Nc1ccc(N2CCCC2)cc1)c1ccccc1[N+](=O)[O-]
  A: -4; B: -7; C: -5; D: 101; E: 105; F: -2; G: 102; H: -0.5; I: -9; J: -5; K: -2

COc1ccc2c(c1OC)C(=O)N1N=C(c3ccc(O)cc3)CC21 (stereo not drawn)
  A: 0; B: 0; C: -3; D: 101; E: 100; F: -11; G: 101; H: 0.2; I: -10; J: 7; K: -8

COc1ccc(-c2nc(NC(=O)c3ccc(OCC(=O)Nc4ccc(F)cc4)c(OC)c3)sc2C)cc1
  A: 0; B: -2; C: 0; D: 102; E: 101; F: -11; G: 102; H: -0.7; I: -5; J: -6; K: -5

CCOC(=O)N/N=C(\C)c1ccc(OC(F)F)cc1OC(F)F
  A: -5; B: -7; C: -3; D: 101; E: 99; F: -11; G: 97; H: 0.6; I: -8; J: 5; K: -12

O=c1c2cc(Br)ccc2nc(-c2cccc(C(F)(F)F)c2)n1O
  A: -2; B: 0; C: -2; D: 99; E: 97; F: -2; G: 96; H: 0.0; I: 0; J: 5; K: -4

OC(CSc1ccc(F)cc1)CN1CCN(c2ccccc2)CC1 (stereo not drawn)
  A: -2; B: 0; C: -1; D: 98; E: 101; F: -4; G: 102; H: 0.1; I: -2; J: -1; K: 0

Cc1ccccc1C(=O)NC1CCN(Cc2nnnn2C(C)(C)C)CC1
  A: 0; B: 0; C: 3; D: 101; E: 116; F: 0; G: 105; H: 0.7; I: -1; J: 1; K: 2

CC(NC(=O)COc1cc(=O)n(C)c2ccccc12)c1ccc2c(c1)OCCO2 (stereo not drawn)
  A: -1; B: 0; C: 0; D: 102; E: 100; F: 0; G: 102; H: 0.6; I: 0; J: 2; K: 0

COC(=O)c1ccccc1NC(=O)NC1CC1
  A: -2; B: 0; C: 0; D: 98; E: ?; F: -3; G: 100; H: 0.1; I: 0; J: 3; K: -2

CCc1noc(C)c1C(=O)Nc1nc(-c2cc(C)ccc2C)c(C)s1
  A: 0; B: -1; C: -3; D: 103; E: 102; F: 0; G: 104; H: 0.7; I: 0; J: 1; K: 2

CC(C)CCNC(=O)NC(=O)COC(=O)C1CCN(S(=O)(=O)c2ccccc2F)CC1
  A: -1; B: -2; C: 0; D: 100; E: 102; F: -6; G: 103; H: -0.2; I: -6; J: -6; K: -7

CCOc1ccc(-c2c(C)n([O-])c3c([n+]2=O)CCCC3)cc1
  A: 3; B: -2; C: -1; D: 103; E: 97; F: -12; G: 102; H: 0.0; I: -4; J: 1; K: -2

C#CCn1c(S(=O)(=O)Cc2ccc(F)cc2)nc(-c2ccccc2)c1-c1ccccc1
  A: 0; B: -6; C: -1; D: 99; E: 95; F: -17; G: 97; H: 3.5; I: -9; J: 10; K: -3

CCN1CCN(S(=O)(=O)c2ccc(OC)c(Br)c2)CC1
  A: -1; B: -5; C: -2; D: 101; E: 111; F: -9; G: 104; H: 0.1; I: -9; J: 0; K: -8

Cc1cccc(C(=O)NC(=S)NNC(=O)COc2ccc(Cl)cc2)c1
  A: 0; B: -2; C: -2; D: 100; E: ?; F: -2; G: 99; H: -0.2; I: -7; J: 0; K: -1

Cn1c(=NC(=O)c2cnccn2)sc2ccccc21
  A: 0; B: 1; C: 0; D: 97; E: 100; F: -1; G: 89; H: 0.3; I: 4; J: 1; K: 0

CCCCC1=NC2(CCCC2)C(=O)N1Cc1ccc(-c2ccccc2-c2nn[nH]n2)cc1
  A: 1; B: -3; C: 0; D: 99; E: 95; F: -1; G: 98; H: ·; I: 0; J: 0; K: -2

COc1ccc(Nc2nccc(N(C)C)c2C#N)cc1
  A: -2; B: -4; C: -3; D: 100; E: 92; F: -7; G: 98; H: 0.7; I: -3; J: 2; K: -4

CS(=O)(=O)Nc1ccc(C(=O)NCCSCc2ccco2)cc1
  A: 1; B: 0; C: 0; D: 100; E: 102; F: -13; G: 105; H: 0.8; I: -6; J: 3; K: -7

CCOC(=O)C(CCCCCOc1ccc([N+](=O)[O-])cc1)C(=O)OCC
  A: 0; B: 0; C: 6; D: 99; E: 98; F: -2; G: 97; H: 0.1; I: 1; J: 1; K: -4

CC(C)c1ccccc1NC(=O)Cn1c(-c2ccccc2Cl)nc2ccccc21
  A: -2; B: -5; C: -5; D: 97; E: 103; F: 0; G: 100; H: 2.0; I: -8; J: 3; K: 0

O=C(N/N=C1\CCc2ccccc21)c1ccncc1
  A: -14; B: -13; C: -27; D: 99; E: 95; F: -5; G: 96; H: 0.5; I: -13; J: 2; K: -6

CON/C=C(\C=Nc1ccc(Cl)cc1Cl)c1ncc(C(F)(F)F)cc1Cl
  A: -3; B: -11; C: -2; D: 100; E: 101; F: -13; G: 103; H: 0.3; I: -9; J: 3; K: -10

CCCc1cc2c(cc1NC(=O)c1ccccc1F)OCO2
  A: 2; B: -1; C: -2; D: 91; E: 98; F: 1; G: 102; H: 1.1; I: 5; J: 7; K: 0

CCOC(=O)N1CCC(NC2CCCCCCC2)CC1
  A: -5; B: -7; C: -4; D: 102; E: 103; F: 2; G: 102; H: 0.4; I: -3; J: 0; K: 1

COCCCNC(=O)Cn1cc2c(n1)CCCCC2
  A: 0; B: -4; C: 0; D: 99; E: 101; F: -7; G: 98; H: 0.1; I: -5; J: 1; K: -3

Cc1oc2nc(SCC(=O)N3CCCCC3)nc(N)c2c1C
  A: -1; B: -2; C: -1; D: 105; E: 106; F: -2; G: 107; H: 1.1; I: -2; J: 3; K: 0

O=C(Nc1cnn(Cc2ccc(Cl)cc2)c1)c1ccc([N+](=O)[O-])cc1
  A: -1; B: 0; C: -1; D: 105; E: 105; F: 0; G: 108; H: 1.3; I: 1; J: 6; K: -1

O=C(O)CCc1nc(-c2ccccc2Cl)no1
  A: 0; B: -1; C: -1; D: 99; E: 99; F: 0; G: 101; H: 0.8; I: -3; J: 2; K: -2
